Growth percent in the NCI-60 one-dose screen (48 h, 10 µM unless noted): 100 = growth as untreated, 0 = no growth, -100 = all killed.
SF-295: SF-295 CNS cancer cells; hit rate 5.6% among 79,000; AID 1794758
SF-268: SF-268 CNS cancer cells; hit rate 3.1% among 82,000
U251: U251 CNS tumor cells. hit rate 5.4% among 80,000. AID 1794753
HCC-2998: HCC-2998 colon cancer; hit rate 4.7% among 79,000; AID 1794799
SNB-75: SNB-75 CNS cancer; hit rate 5% among 79,000; AID 1794750
SNB-19: SNB-19 CNS cancer cells; hit rate 2.5% among 81,000
SF-539: SF-539 CNS cancer; hit rate 6.8% among 81,000
PC-3: PC-3 prostate cancer cells; hit rate 3.9% among 80,000
Starred values were filed as active, the others as inactive; . = no result given; & = joins results of further samples; [ ] = remark or other dose. How the source made its calls: active means growth percent below 10; inactive means the rest.

# | compound | SF-295 | SF-268 | U251 | HCC-2998 | SNB-75 | SNB-19 | SF-539 | PC-3
1 | Cc1cc(Cl)c(C)cc1Cl | 103 | 113 | 93 | 114 | 116 | 113 | 98 | 91
2 | Nc1cnc2ccccc2n1 | 95 | 101 | 101 | 102 | 75 | . | 102 | 96
3 | O=c1c(/C=N/Nc2nc(-c3ccccc3)cs2)coc2ccc(F)cc12 | 97 | 109 | 120 | 128 | 105 | 100 | 95 | 99
4 | CC(=O)Nc1ccc(-c2cc3c(NCc4cccc(C)c4)ncnc3s2)cc1 | 76 | 77 | 88 | 91 | 74 | 63 | 64 | 76
5 | O=c1oc2ccc(F)cc2c(=O)n1-c1ccc(Cl)cc1F | -29* | 13 | 2.3* | 9.7* | -14* | 16 | 4.3* | 0.1*
6 | O=C(CCc1nnc2sc(Cc3ccccc3Cl)nn12)c1nc2ccccc2[nH]1 | 103 | 85 | 97 | 102 | 79 | 96 | 107 | 85
7 | CCOC(=O)c1sc(-c2ccc(OS(=O)(=O)c3ccc(C(C)(C)C)cc3)c(C=O)c2)nc1C | 29 | 33 | 26 | 52 | 23 | 30 | 46 | 16
8 | O=C1N=c2ccccc2=C/C1=C\c1cc(-c2ccccc2)[nH]c1O | 90 | 94 | 91 | 102 | 85 | 98 | 95 | 66
9 | C=C(C)[C@@H]1CC[C@]2(C(=O)NCC(=O)OC)CC[C@]3(C)[C@H](CC[C@@H]4[C@@]5(C)CCC(=O)C(C)(C)[C@@H]5CC[C@]43C)[C@@H]12 | 75 | 62 | 39 | 93 | 81 | 69 | 85 | 23
10 | CCOC(=O)c1ccc2c(c1)ncn2-c1ccc(NC(C)=O)cc1 | 98 | 92 | 84 | 103 | 97 | 90 | 73 | .
11 | OCCSc1c(Cl)c(Cl)c(SCCO)c(Cl)c1Cl | 106 | 97 | 98 | 102 | 96 | 113 | 109 | 86
12 | Nc1c(C(=O)Nc2ccncc2)sc2nc3c(cc12)C(=O)CCC3 | 86 | 90 | 98 | 97 | 84 | 96 | 97 | 92
13 | CCCc1oc2cc(O)ccc2c(=O)c1Oc1ccc(F)cc1 | 94 | 83 | 93 | 98 | 84 | 107 | 100 | 85
14 | Nc1c(Oc2cccc(C(F)(F)F)c2)ncnc1Oc1cccc(C(F)(F)F)c1 | 95 | 105 | 95 | 107 | 100 | 97 | 99 | 92
15 | COc1ccc(Nc2nc(N)nn2S(=O)(=O)c2cccs2)cc1 | 108 | 105 | 112 | 99 | 98 | 103 | 104 | 84
16 | COc1ncc(-c2ccc3nccc(C#CCCCCC(=O)NO)c3c2)cc1NS(=O)(=O)c1ccc(F)cc1F | -9.4* | -12* | -14* | 7.3* | -15* | 5.0* | -46* | 7.7*
17 | O=S(=O)(Nc1ccc(Cl)nn1)c1ccc(NC(=S)NCc2ccccc2)cc1 | 104 | 102 | 107 | 103 | 103 | 107 | 114 | 105
18 | O=C1Nc2ccccc2/C1=C\C(=O)c1ccccc1 | 102 | 106 | 97 | 111 | 97 | 96 | 94 | 100
19 | O=C(CCCC(=O)Nc1ccc(Cn2nnc3cc(Cl)c(Cl)cc32)cc1)Nc1ccc(CN2N=NC3C=C(Cl)C(Cl)=CC32)cc1 (stereo not drawn) | 72 | 78 | 84 | 90 | 70 | 86 | 88 | 60
20 | O=c1[nH]n(-c2ccc([N+](=O)[O-])cc2[N+](=O)[O-])c(=O)c2ccccc12 | 92 | 103 | 96 | 110 | 90 | 96 | 96 | 95
21 | Clc1cccc(CSc2ncnc3c2ncn3C2CCCCO2)c1 (stereo not drawn) | 108 | 108 | 90 | 94 | 93 | 94 | 87 | 88
22 | COc1ccc(NC(=O)Cn2ccc(Nc3ccccc3)cc2=O)cc1 | 95 | 103 | 99 | 101 | 94 | 93 | 92 | 100
23 | CCOc1cc(C(=O)O)cc(Cl)n1 | 105 | 103 | 103 | 101 | 105 | 106 | 125 | 108
24 | CCOC(=O)c1c(C)cc2c(CO)n[nH]c(=O)c2c1C | 110 | 87 | 101 | 103 | 107 | 111 | 100 | 104

Part of the list above, with one line to a screen:
13	CCCc1oc2cc(O)ccc2c(=O)c1Oc1ccc(F)cc1
14	Nc1c(Oc2cccc(C(F)(F)F)c2)ncnc1Oc1cccc(C(F)(F)F)c1
Assay by compound	13	14
SF-295	94	95
SF-268	83	105
U251	93	95
HCC-2998	98	107
SNB-75	84	100
SNB-19	107	97
SF-539	100	99
PC-3	85	92

Next part:
# | compound | SF-295 | SF-268 | U251 | HCC-2998 | SNB-75 | SNB-19 | SF-539 | PC-3
25 | CCCCCCCCOC(=O)c1ccc(O)c(OC)c1 | 99 | 84 | 86 | 98 | 79 | 93 | 93 | 78
26 | Cn1cccc1C(=O)C1C(c2ccc(Cl)cc2Cl)C2CSCN2C12C(=O)Nc1ccc(Cl)cc12 (stereo not drawn) | 58 | 69 | 65 | 78 | 56 | 77 | 91 | 27
27 | S=c1sc2c(Cl)nc(-c3cccnc3)nc2n1-c1ccccc1 | 96 | 15 | 8.0* | 40 | 57 | 25 | 6.2* | 1.7*
28 | NNC(=O)c1cc2ccccc2[nH]1 | 102 | 105 | 105 | 102 | 84 | 94 | 95 | 97
29 | Cc1nc2ccccc2n1C | 91 | 98 | . | 110 | 74 | 96 | 104 | 102
30 | COC(=O)c1nc(C(C)(C)C)oc1N | 110 | 103 | 102 | 109 | 86 | 105 | 98 | 92
31 | CC1(C)NCCC[C@]2(C)[C@H]3C/C(=N\O)C4[C@@H]5C[C@@](C)(CO)CC[C@]5(C)CC[C@@]4(C)[C@]3(C)CC[C@@H]12 (stereo partly drawn) | 100 | 88 | 87 | 105 | 75 | 97 | 98 | 89
32 | CN(C)c1ccc(/C=C/c2nc3ccccc3c(=O)n2CC(=O)Nc2ccc(Cl)cc2)cc1 | 28 | 58 | 40 | 68 | 64 | 35 | -64* | 30
33 | Cc1ccc(S(=O)(=O)Nc2ccccc2)cc1N | 119 | 95 | 101 | . | 95 | 108 | 106 | 90
34 | O=C1C2=C(Nc3ccccc3N2)OC1c1c[nH]c2ccc(COc3ccccc3)cc12 (stereo not drawn) | 52 | 71 | 73 | 92 | 40 | 59 | 66 | 69
35 | Clc1cc(Cl)c(Cl)c(-c2nnc3sc(-c4ccncc4)nn23)c1 | 104 | 125 | 96 | 99 | 108 | 96 | 96 | 79
36 | CN(C)c1ccc(C(=Cc2ccccc2)c2ccc(N(C)C)cc2)cc1 | 99 | 100 | 92 | 103 | 92 | 96 | 100 | 88
37 | COc1cc2c(c(OC)c1OC)C(=O)CC(c1cccc(NC(=O)c3cccc(NC(=O)[C@H](C)NC(=O)OC(C)(C)C)c3)c1)O2 (stereo partly drawn) | 66 | 54 | 78 | 105 | 65 | 79 | 85 | 46
38 | Nc1nc2c(ncn2C2CCCC2)c(=O)[nH]1 | 133 | 113 | 113 | 105 | 87 | 110 | 93 | 104
39 | CC(=O)c1sc(-c2cccc(C)c2)cc1N | 103 | 97 | 92 | 107 | 105 | 87 | 103 | 88
40 | COc1ccc(N(C)c2cc(C#N)nc3ccccc23)cc1N | 16 | 22 | 9.8* | 8.0* | 15 | 12 | -24* | 30
41 | CCn1cc(-c2ccnc(NCCCNS(=O)(=O)c3ccccc3)c2)c(-c2cccc(OC)c2)n1 | 102 | 96 | 102 | 104 | 94 | 97 | 94 | 86
42 | Nc1nc2c(C(=O)Nc3ccc(Cl)cc3)c(Nc3ccc(Cl)cc3)nn2cc1-c1nc2ccccc2s1 | 101 | 95 | 107 | 111 | 87 | 100 | 100 | 98
43 | O=C(CCCSCCCC(=O)N/N=C/C=C/c1ccccc1)N/N=C/C=C\c1ccccc1 | 90 | 96 | 77 | 93 | 71 | 98 | 79 | 72
44 | c1ccc(-c2cc(-c3ccccc3)on2)cc1 | 95 | 107 | 95 | 112 | 94 | 92 | 107 | 86
45 | C/C(CC(=O)NNc1ccc([N+](=O)[O-])cc1)=N\Nc1ccc([N+](=O)[O-])cc1 | . | 84 | 78 | 75 | 97 | 104 | 68 | 55
46 | CCCOCc1cn[nH]n1 | 101 | 103 | 96 | 104 | 98 | 115 | 99 | 102
47 | CC(=O)[C@H]1[C@H](C)C[C@H]2[C@@H]3CC[C@@H]4CC(=O)CC[C@]4(C)[C@H]3CC[C@@]21C | 107 | 113 | 109 | 103 | 94 | 112 | 88 | 85
48 | CCOc1cccc(/C=N\Nc2nc(=O)cc(C(=O)OC)s2)c1O | 58 | 76 | 58 | 78 | 78 | 76 | 83 | 73
49 | CCCc1nc2sc3c(c2c(=O)n1NC(=O)c1ccc(OC)cc1)CCCC3 | 69 | 98 | 95 | 107 | 76 | 101 | 96 | 85
50 | CC1(C)CC[C@]2(C(=O)O)CC[C@]3(C)C(=CC[C@@H]4[C@@]5(C)C/C(=C/c6ccco6)C(=O)C(C)(C)[C@@H]5CC[C@]43C)[C@@H]2C1 | -56*[100 µM] | -27*[100 µM] | -36*[100 µM] | -58*[100 µM] | -16*[100 µM] | -9.6*[100 µM] | -83*[100 µM] | -16*[100 µM]
51 | CC/C(Br)=C(\Br)Cn1cnc2c(OC)ncnc21 | 89 | 104 | 92 | 93 | 90 | . | 93 | 91
52 | CC(=O)C1C(=O)C(=O)N(c2ccc(Cl)c(Cl)c2)C1=O (stereo not drawn) | 97 | 100 | 101 | 101 | 78 | 107 | 100 | 97
53 | COc1ccc(/C=c2\nc3n(-c4ccccc4)c4nnc(CC#N)n4n-3c2=O)cc1 | 101 | 94 | 98 | 105 | 62 | 90 | 101 | 99
54 | OC(CNc1ccnc2cc(Cl)ccc12)CNc1ccnc2cc(Cl)ccc12 | 72 | 82 | 3.2* | 46 | 32 | 41 | -80* | 70
55 | Cc1ccc(NC(=O)Nc2ccc3cc4ccc(NC(=O)Nc5ccc(C)cc5)cc4nc3c2)cc1 | 95 | 80 | 75 | 105 | 94 | 100 | 103 | 96
56 | O=c1[nH]c2c(ccc3cnccc32)c2c1CCC2 | -47* | -18* | 5.8* | -52* | -33* | 4.0* | -60* | 0.4*
57 | COc1cccc2nc(Nc3cccc(NC(=O)c4ccc(CN5CCCN(C)CC5)c(C(F)(F)F)c4)c3)ccc12 | -98* | -50* | -56* | -97* | -85* | -99* | -100* | -70*
58 | O=C(Nc1nc2ccc(Cl)cc2s1)c1cc(-c2ccc(Cl)cc2)n2nc(-c3ccccc3)cc2n1 | 110 | 93 | 105 | 107 | 84 | 102 | 91 | 96
59 | CC(=O)Nc1cc2c(c(Cl)c1Cl)-c1ccccc1C2=O | 108 | 96 | 95 | 106 | 99 | 102 | 93 | 96
60 | CC1(C)N=C(c2ccccc2)C(c2ccccc2)=N1 | 143 | 113 | 108 | 98 | 106 | 99 | 107 | 124

Profiles, looked up by structure. Order of values: SF-295 | SF-268 | U251 | HCC-2998 | SNB-75 | SNB-19 | SF-539 | PC-3
`S=c1sc2c(Cl)nc(-c3cccnc3)nc2n1-c1ccccc1` across the screens: 96 | 15 | 8.0* | 40 | 57 | 25 | 6.2* | 1.7*
`O=c1[nH]c2c(ccc3cnccc32)c2c1CCC2` across the screens: -47* | -18* | 5.8* | -52* | -33* | 4.0* | -60* | 0.4*
`CCCc1nc2sc3c(c2c(=O)n1NC(=O)c1ccc(OC)cc1)CCCC3` across the screens: 69 | 98 | 95 | 107 | 76 | 101 | 96 | 85
`Clc1cc(Cl)c(Cl)c(-c2nnc3sc(-c4ccncc4)nn23)c1` across the screens: 104 | 125 | 96 | 99 | 108 | 96 | 96 | 79

(continued)
# | compound | SF-295 | SF-268 | U251 | HCC-2998 | SNB-75 | SNB-19 | SF-539 | PC-3
61 | CCOC(=O)/C(=C\c1cn(C(C)=O)c2ccccc12)P(C)(=O)OCC (stereo not drawn) | 108 | 96 | 105 | 109 | 80 | 102 | 106 | 84
62 | Cc1ccc(S(=O)(=O)N(C)c2ccc3c(c2)C(=O)c2ccccc2-3)cc1 | 83 | 101 | . | 104 | 90 | 90 | 98 | 71
63 | CCC(C)NCCO (stereo not drawn) | 111 | 103 | 96 | 103 | 93 | 104 | 111 | 105
64 | COc1cc[n+]([O-])cc1[N+](=O)[O-] | 114 | 113 | 110 | 99 | 112 | 101 | 101 | 85
65 | COc1cc(/C=C2/C=C(c3ccc(Cl)cc3)N(CCc3ccc(S(N)(=O)=O)cc3)C2=O)cc(OC)c1OC | 94 | 96 | 77 | 103 | 86 | 94 | 100 | 33
66 | COc1ccc(/C=C/C(=O)c2ccc(Oc3ncnc4ccccc34)cc2)cc1 | 97 | 84 | 99 | 107 | 85 | 100 | 98 | 99
67 | FC(F)Oc1ccc(C(Nc2cccc(C(F)(F)F)c2)c2nnnn2C2CCCCC2)cc1OCC1CC1 (stereo not drawn) | 79 | 77 | 83 | 108 | 85 | 86 | 107 | 74
68 | CCCCCCCCn1ccc2cc(NC(=O)Cn3cc(-c4ccc(C)cc4)nn3)ccc21 | 99 | 85 | 87 | 105 | 83 | 85 | 94 | 74
69 | O=C1CC(C(F)(F)F)=NN1C(=O)c1nn(-c2ccc(Cl)cc2)cc1O | 81 | 57 | 65 | 90 | 75 | 88 | 83 | .
70 | COC(=O)c1nccnc1N | 97&101 | 102&108 | 99&97 | 103 | 87&94 | 100&99 | 104&101 | 100&95
71 | Cc1cc(NS(=O)(=O)c2ccc(NC(=O)CSc3nc4ccccc4c(=O)n3-c3ccccc3)cc2)no1 | 99 | 99 | 100 | 97 | 77 | 94 | 95 | 95
72 | CCCCCOC(=O)N1CCCCC1CCCC (stereo not drawn) | 106 | 100 | 103 | 104 | 100 | 105 | 90 | 103
73 | CCNC1CN(CCCOC)S(=O)(=O)c2sc(S(N)(=O)=O)cc21 (stereo not drawn) | 108 | 97 | 103 | 103 | 99 | 110 | 102 | 91
74 | CC(=O)Nc1ccc2oc(=O)ccc2c1 | 108 | 114 | 108 | 110 | 89 | 102 | 99 | 100
75 | CCN1CCCCN(CC(=O)NC23CC4CC(CC(C4)C2)C3)CC1 | 96 | 94 | 96 | 106 | 88 | 99 | 106 | 79
76 | COc1ccc(C2=C/C(=C/c3ccc(-c4ccc(Cl)cc4)o3)C(=O)N2Cc2ccccc2)cc1 | 100 | 111 | 91 | 98 | 96 | 88 | 112 | 78

Source: PubChem BioAssay
